NCI-60 one-dose screen, 48 h, at 10 µM unless noted. Numbers give growth in % (100 = growth as untreated, 0 = no growth, -100 = all killed).
HT29: HT29 colon cancer | 81,000 tested, 7.4% active | AID 1794748
NCI-H322M: NCI-H322M lung cancer; 80,000 tested, 2.7% active
COLO 205: COLO 205 colon cancer; 79,000 tested, 7.3% active
HCT-15: HCT-15 colon cancer; 82,000 tested, 5.2% active; AID 1794746
HCC-2998: HCC-2998 colon cancer; 79,000 tested, 4.7% active; AID 1794799
KM12: KM12 colon cancer cells; 82,000 tested, 5% active; AID 1794800
SNB-75: SNB-75 CNS cancer. AID 1794750. 79,000 tested, 5% active
HCT-116: HCT-116 colon cancer; AID 1794798; 82,000 tested, 7.3% active
SW-620: SW-620 colon cancer. 82,000 tested, 5.2% active. AID 1794795
Numbers without * were called inactive; / = no result given; & = joins results of further samples. The calls were made as follows: active = growth percent below 10; inactive = the rest.

SMILES | HT29 | NCI-H322M | COLO 205 | HCT-15 | HCC-2998 | KM12 | SNB-75 | HCT-116 | SW-620
CCCOC(=O)NC(C)(C)C | 92 | 117 | 111 | 105 | 100 | 104 | 93 | 106 | 100
COC(=O)NC1CC2C=CC1C1C=CC21 (configuration not stated) | 101 | 111 | 107 | 112 | 96 | 110 | 104 | 118 | 112
O=[N+]([O-])c1ccc(S(=O)(=O)N/N=C/CCc2ccccc2)cc1 | 96 | / | 109 | 109 | / | 123 | 98 | 101 | 113
O=S(=O)(O)c1nc2ncncc2[nH]1 | 95 | 92 | 105 | 106 | 109 | / | 98 | 96 | 98
OB(O)c1ccc(B(O)O)cc1 | 104 | 146 | 116 | 109 | 111 | 107 | 112 | 104 | /
COc1cc(/C=C2\COc3ccc(O)cc3C2=O)cc(OC)c1 | 12 | 91 | 82 | 38 | 109 | 17 | 87 | 0.2* | 2.1*
O=C(CCc1ccc(O)cc1)N/N=C/c1ccc2c(c1)OCO2 | 113 | 70 | 89 | 85 | 84 | 48 | 90 | 86 | 85
CCCCCCCCCCCCOC(=O)c1ccc(O)c(OC)c1 | 96 | 96 | 106 | 95 | 97 | 97 | 97 | 93 | 111
C#CCOc1ccccc1C(OC(=O)c1ccc(OCC)cc1)C(=O)NC(C)(C)C(C)(C)C (configuration not stated) | 54 | 79 | 74 | 67 | 79 | 67 | 57 | 47 | 94
O=C(CNC(=O)OCc1ccccc1)NC(Cc1cnc[nH]1)C(=O)O (configuration not stated) | 106 | 105 | 106 | 103 | 123 | 108 | 91 | 111 | 94
COc1cccc(CCC(=O)O)c1OC | 107 | 121 | 111 | 109 | 99 | 107 | 81 | 110 | 112
Cn1c(=O)c(C#N)c(-c2ccccc2)n2c(SCC(O)CN3CCOCC3)nnc12 (configuration not stated) | 108 | 101 | 126 | 98 | 100 | 106 | 84 | / | 96
CC(C)(C)n1cc(-c2ccnc(NCCNS(=O)(=O)c3ccc(Br)cc3)c2)c(-c2ccccc2)n1 | 41 | 99 | 73 | 75 | 98 | 88 | 68 | 59 | 90
CCOC(=O)c1c(C)nc2c(c1N)/C(=C/c1ccco1)C(=O)N2Cc1ccccc1 | 82 | 104 | 97 | 105 | 112 | 104 | 95 | 104 | 101
CCC(C)CCO (configuration not stated) | 115 | 97 | 105 | 108 | 97 | 104 | 94 | 108 | 99
c1ccc(C2=NN(c3ccccc3)[C@H](c3cn(-c4ccccc4)nc3-c3ccccc3)C2)cc1 | 102 | 101 | 120 | 105 | 102 | 98 | 106 | 100 | 106
Cc1cc(=O)[nH]c2nc3c(=O)n(C)c(=O)n(C)c3n12 | 114 | 93 | 112 | 107 | 103 | 112 | 87 | 109 | 106
O=c1oc2ccccc2c(Cl)c1Cl | 105 | 92 | 12 | 39 | 93 | 84 | 82 | 32 | 49
CSc1nnc2c(=O)[nH]c(=O)n(C)c2n1 | 108 | 120 | 119 | 116 | 101 | 107 | 80 | 108 | 101
Clc1nc2ccccc2cc1-c1nnc(Cn2c(COc3ccccc3)nc3ccccc32)o1 | 93 | 98 | 97 | 103 | 101 | 100 | 51 | 95 | 108
COc1ccc([C@H](OC)[C@@]2(Cc3ccc(O)cc3)N=C(N)N(C)C2=O)cc1 | 104 | 98 | 120 | 104 | 89 | 109 | / | 98 | 97
CC1=NC2=Nn3c(c4cnn(-c5ccccc5)c4n/c3=N\N)NN2C(c2ccccc2)=C1 | 99 | 88 | 107 | 99 | 99 | 93 | 67 | 99 | 87
O=C(Nc1cc(Cl)ccc1O)c1cccc(Nc2ccnc(C(F)(F)F)c2)c1 | 87 | 59 | 91 | 43 | 26 | 36 | 61 | 26 | 63
O=C(O)Cc1ccc(Br)cc1 | 102 | 100 | 91 | 100 | 95 | 99 | 80 | 101 | 98
COC(=O)CCNc1ccccc1 | 105 | 116 | 115 | 181 | 94 | 135 | 98 | 87 | 122

(cont.)
SMILES | HT29 | NCI-H322M | COLO 205 | HCT-15 | HCC-2998 | KM12 | SNB-75 | HCT-116 | SW-620
CSCCC(NC(=O)c1c(Cl)ccc(Cl)c1Cl)C(=O)O (configuration not stated) | 101 | 92 | 101 | 100 | 95 | 104 | 96 | 102 | 103
S=C(NNC(=S)Nc1ccc(Cl)cc1)NNc1ccccc1 | 103&101 | 99&82 | 106&113 | 103&87 | 112&93 | 105&89 | 110&104 | 108&101 | 104&111
Cc1c2cc[nH]c(=O)c2c(C)c2c1[nH]c1cc(OCCN3CCN(C)CC3)ccc12 | -7.2* | 7.9* | -10* | 10 | 35 | 8.5* | 7.5* | 7.2* | 9.6*
C=C1NC(=O)[C@H]2CSC[C@H]3NC(=O)[C@@H](CSC(C)[C@@H](NC(=S)[C@H](Cc4cnc[nH]4)NC(=O)c4csc([C@H](C)NC(C)=O)n4)C(=O)N[C@H](C[C@H](C)C(=O)NC(=O)C[C@@H](C(=O)O)NC(=O)[C@H](C)NC3=O)C(=O)N2)NC(=O)[C@@H]2CCCN2C(=O)[C@@H](CC(C)C)NC1=O (some centres not stated) | 35 | 32 | 41 | 37 | 54 | 49 | 47 | 39 | 60
COc1ccccc1/C(Br)=C1/CCCN2C(=O)c3ccccc3C12 (configuration not stated) | 111 | 98 | 116 | 107 | 118 | 101 | 99 | 114 | 110
O=[N+]([O-])c1ccc(/C=N/Nc2nnc(-c3ccncc3)o2)cc1 | 108 | 101 | 100 | 112 | 115 | 99 | / | 96 | 109
C/C(=N\O)c1ccc(NC(=O)CSc2nnc(-c3ccccc3)n2-c2ccccc2)cc1 | 84 | / | 53 | 97 | 91 | 73 | 46 | 29 | 83
CCc1nn2c(-c3ccccc3)c(-c3cc(OC)c(OC)c(OC)c3)nc2s1 | 74 | 82 | 85 | 73 | 92 | 95 | 46 | 81 | 83
COc1ccc(-c2nc(SCC(C)C)nc(N3CCCCC3)c2C#N)cc1 | 87 | 98 | / | 97 | 109 | 98 | 100 | 98 | 98
CN(C)C(=O)c1ccc(Cl)c(Cl)c1 | 103 | 99 | 107 | 104 | 115 | 112 | 90 | 107 | 99
O=[N+]([O-])c1ccc(Oc2ccc(-c3ccccc3)cc2)c([N+](=O)[O-])c1 | 80 | 107 | 150 | 74 | 102 | 92 | 88 | 74 | 96
O=C(OCC1CCCO1)c1ccccc1 (configuration not stated) | 107 | 104 | 114 | 106 | 110 | 93 | 102 | 105 | 103
CCCCCCCCCCCCC1C/C=C\CCCC(=O)O1 (configuration not stated) | 107 | 108 | 113 | 97 | 129 | 112 | 102 | 105 | 104
CC(=O)c1cccc(N(C)S(=O)(=O)c2ccc(C)cc2)c1 | 72 | 90 | 116 | 57 | 83 | 50 | 82 | 94 | 82
O=C(O)C1C=Cc2ccccc21 (configuration not stated) | 96 | 107 | 112 | 108 | 106 | 103 | 75 | 102 | 100
COc1cc(O)c(O)c2ccc3cc(O)c(O)cc3c12 | 72 | 116 | 100 | 101 | 113 | 103 | 94 | 96 | 96
O=C1CCCCC1CO (configuration not stated) | 100 | 99 | 114 | 109 | 103 | 106 | 115 | 99 | 102
CCN(CC)c1ccc(-c2nc3ccccc3s2)cc1 | 91 | 94 | 104 | 84 | 96 | 98 | 67 | 79 | 96
CN(C)c1ccc(C2C(C#N)=C(/N=C/c3ccccc3)Oc3c2ccc2ccccc32)cc1 (configuration not stated) | 70 | 99 | 116 | 48 | 104 | 59 | -0.7* | 57 | 41
Cc1ccc(/C=N\NC(=O)c2ccccc2)cc1 | 103 | 114 | 118 | 95 | 107 | 93 | 110 | 109 | 99
O=C1Nc2ccccc2/C1=N/N=C/c1sc2ccccc2c1Br | 111 | 96 | / | 100 | 107 | 97 | 76 | 90 | 98
CC1CCCCC[N+]12CCCC2 (configuration not stated) | 107 | 96 | 108 | 96 | 117 | 106 | 95 | 109 | 107
COc1ccc(-c2nc(SCCC(C)C)nc(N/N=C(/C)c3ccc(Cl)cc3Cl)c2C#N)cc1 | 103 | 85 | 113 | 95 | 96 | 92 | 78 | 82 | 79
Cc1ccc(S(=O)(=O)NCCCCCC(=O)O)cc1 | 101 | / | 114 | 91 | 102 | 102 | 91 | 91 | 105
O=c1cc(O)nc(-c2ccccc2)[nH]1 | 96 | 101 | 110 | 108 | 85 | 102 | 120 | 92 | 94

Exported field by field: entries from further up
C=C1NC(=O)[C@H]2CSC[C@H]3NC(=O)[C@@H](CSC(C)[C@@H](NC(=S)[C@H](Cc4cnc[nH]4)NC(=O)c4csc([C@H](C)NC(C)=O)n4)C(=O)N[C@H](C[C@H](C)C(=O)NC(=O)C[C@@H](C(=O)O)NC(=O)[C@H](C)NC3=O)C(=O)N2)NC(=O)[C@@H]2CCCN2C(=O)[C@@H](CC(C)C)NC1=O (some centres not stated)
- HT29: 35
- NCI-H322M: 32
- COLO 205: 41
- HCT-15: 37
- HCC-2998: 54
- KM12: 49
- SNB-75: 47
- HCT-116: 39
- SW-620: 60

COc1ccccc1/C(Br)=C1/CCCN2C(=O)c3ccccc3C12 (configuration not stated)
- HT29: 111
- NCI-H322M: 98
- COLO 205: 116
- HCT-15: 107
- HCC-2998: 118
- KM12: 101
- SNB-75: 99
- HCT-116: 114
- SW-620: 110

Of the compounds above, three have a tert-butyl group.
SMILES | HT29 | NCI-H322M | COLO 205 | HCT-15 | HCC-2998 | KM12 | SNB-75 | HCT-116 | SW-620
CCCOC(=O)NC(C)(C)C | 92 | 117 | 111 | 105 | 100 | 104 | 93 | 106 | 100
C#CCOc1ccccc1C(OC(=O)c1ccc(OCC)cc1)C(=O)NC(C)(C)C(C)(C)C (configuration not stated) | 54 | 79 | 74 | 67 | 79 | 67 | 57 | 47 | 94
CC(C)(C)n1cc(-c2ccnc(NCCNS(=O)(=O)c3ccc(Br)cc3)c2)c(-c2ccccc2)n1 | 41 | 99 | 73 | 75 | 98 | 88 | 68 | 59 | 90

In the list so far, these have bromine:
SMILES | HT29 | NCI-H322M | COLO 205 | HCT-15 | HCC-2998 | KM12 | SNB-75 | HCT-116 | SW-620
CC(C)(C)n1cc(-c2ccnc(NCCNS(=O)(=O)c3ccc(Br)cc3)c2)c(-c2ccccc2)n1 | 41 | 99 | 73 | 75 | 98 | 88 | 68 | 59 | 90
O=C(O)Cc1ccc(Br)cc1 | 102 | 100 | 91 | 100 | 95 | 99 | 80 | 101 | 98
COc1ccccc1/C(Br)=C1/CCCN2C(=O)c3ccccc3C12 (configuration not stated) | 111 | 98 | 116 | 107 | 118 | 101 | 99 | 114 | 110
O=C1Nc2ccccc2/C1=N/N=C/c1sc2ccccc2c1Br | 111 | 96 | / | 100 | 107 | 97 | 76 | 90 | 98

Full records, looked up by structure.
C/C(=N\O)c1ccc(NC(=O)CSc2nnc(-c3ccccc3)n2-c2ccccc2)cc1 reads HT29: 84; NCI-H322M: /; COLO 205: 53; HCT-15: 97; HCC-2998: 91; KM12: 73; SNB-75: 46; HCT-116: 29; SW-620: 83
O=c1cc(O)nc(-c2ccccc2)[nH]1 reads HT29: 96; NCI-H322M: 101; COLO 205: 110; HCT-15: 108; HCC-2998: 85; KM12: 102; SNB-75: 120; HCT-116: 92; SW-620: 94
C=C1NC(=O)[C@H]2CSC[C@H]3NC(=O)[C@@H](CSC(C)[C@@H](NC(=S)[C@H](Cc4cnc[nH]4)NC(=O)c4csc([C@H](C)NC(C)=O)n4)C(=O)N[C@H](C[C@H](C)C(=O)NC(=O)C[C@@H](C(=O)O)NC(=O)[C@H](C)NC3=O)C(=O)N2)NC(=O)[C@@H]2CCCN2C(=O)[C@@H](CC(C)C)NC1=O (some centres not stated) reads HT29: 35; NCI-H322M: 32; COLO 205: 41; HCT-15: 37; HCC-2998: 54; KM12: 49; SNB-75: 47; HCT-116: 39; SW-620: 60

The listing continues:
SMILES | HT29 | NCI-H322M | COLO 205 | HCT-15 | HCC-2998 | KM12 | SNB-75 | HCT-116 | SW-620
COc1cc(-c2nn(-c3cccc(NC(=O)CN4CCOCC4)c3)cc2-c2cccnc2)ccc1Cl | 65 | / | 88 | 67 | 112 | 72 | 66 | 83 | 62
COc1ccc(OC)c(-c2ccc(-c3ccccc3N)c3[nH]c4ccccc4c23)c1 | 63 | 90 | 88 | 88 | 102 | 73 | 90 | 62 | 81
CCC(C)Cn1cnc2c(=S)nc(N)[nH]c21 (configuration not stated) | 105 | 111 | 113 | 103 | 106 | 102 | 117 | 103 | 99
COc1ccc(/C=N/Nc2no[n+]([O-])c2-c2ccccc2)cc1 | 105 | 98 | 113 | 107 | 98 | 100 | 108 | 97 | 100
COc1ccc(NCc2ccc(CO)n2-c2ccc(C)cc2)cc1 | 95 | 98 | 121 | 97 | 108 | 109 | 105 | 103 | 114
Nc1ccc([N+](=O)[O-])cc1Br | 99 | 109 | 123 | 108 | 97 | 107 | 95 | 103 | 100
CCOC(=O)c1cc(C(=O)c2cc(OC)cc(OC)c2)n2ncc3ccccc3c12 | 2.0* | / | 19 | 30 | 69 | 26 | -10* | 4.2* | 8.2*
CCCCCCN(CCCCCC)CC(O)c1ccc2c3c(cccc13)CC2 (configuration not stated) | -4.6* | 66 | 64 | 44 | 20 | 58 | 120 | 17 | 19
CCN(CC)CCOC(=O)c1cc(Br)cc(-c2ccccc2)c1O | 107 | 97 | 117 | 109 | 108 | 101 | 113 | 106 | 109
COc1ccc(C#Cc2cc(OC)c3c(c2OC)OCO3)cc1 | 90 | 90 | 108 | 95 | 94 | 90 | 90 | 88 | 97
O=C1C=CC(=O)N1c1ccccc1[N+](=O)[O-] | 99 | 96 | 105 | 114 | 105 | 108 | 93 | 101 | 113

Screening results from PubChem.
